# High-throughput results (PubChem)
# KDM5B inh = inhibitors of human KDM5B histone demethylase | Q9UGL1 | KDM5B demethylase, FDH-coupled NADH fluorescence (FDH is formaldehyde dehydrogenase) | Potency, µM (doses to about 57.7 µM), for inactives: top-dose activity change, negative = inhibition, hits mostly inhibitors | AID 1347165 | hit rate 2.6% among 220,000; active = well fitted inhibition curve with a large enough effect; inconclusive = small, poorly fitted or top-dose-only effect; inactive = no such curve, though single readings can be large or run the other way; note: 0% is about no effect; nearly all actives have a fitted effect of over 70% in size
# Target sequence (Q9UGL1 whole entry, looked up): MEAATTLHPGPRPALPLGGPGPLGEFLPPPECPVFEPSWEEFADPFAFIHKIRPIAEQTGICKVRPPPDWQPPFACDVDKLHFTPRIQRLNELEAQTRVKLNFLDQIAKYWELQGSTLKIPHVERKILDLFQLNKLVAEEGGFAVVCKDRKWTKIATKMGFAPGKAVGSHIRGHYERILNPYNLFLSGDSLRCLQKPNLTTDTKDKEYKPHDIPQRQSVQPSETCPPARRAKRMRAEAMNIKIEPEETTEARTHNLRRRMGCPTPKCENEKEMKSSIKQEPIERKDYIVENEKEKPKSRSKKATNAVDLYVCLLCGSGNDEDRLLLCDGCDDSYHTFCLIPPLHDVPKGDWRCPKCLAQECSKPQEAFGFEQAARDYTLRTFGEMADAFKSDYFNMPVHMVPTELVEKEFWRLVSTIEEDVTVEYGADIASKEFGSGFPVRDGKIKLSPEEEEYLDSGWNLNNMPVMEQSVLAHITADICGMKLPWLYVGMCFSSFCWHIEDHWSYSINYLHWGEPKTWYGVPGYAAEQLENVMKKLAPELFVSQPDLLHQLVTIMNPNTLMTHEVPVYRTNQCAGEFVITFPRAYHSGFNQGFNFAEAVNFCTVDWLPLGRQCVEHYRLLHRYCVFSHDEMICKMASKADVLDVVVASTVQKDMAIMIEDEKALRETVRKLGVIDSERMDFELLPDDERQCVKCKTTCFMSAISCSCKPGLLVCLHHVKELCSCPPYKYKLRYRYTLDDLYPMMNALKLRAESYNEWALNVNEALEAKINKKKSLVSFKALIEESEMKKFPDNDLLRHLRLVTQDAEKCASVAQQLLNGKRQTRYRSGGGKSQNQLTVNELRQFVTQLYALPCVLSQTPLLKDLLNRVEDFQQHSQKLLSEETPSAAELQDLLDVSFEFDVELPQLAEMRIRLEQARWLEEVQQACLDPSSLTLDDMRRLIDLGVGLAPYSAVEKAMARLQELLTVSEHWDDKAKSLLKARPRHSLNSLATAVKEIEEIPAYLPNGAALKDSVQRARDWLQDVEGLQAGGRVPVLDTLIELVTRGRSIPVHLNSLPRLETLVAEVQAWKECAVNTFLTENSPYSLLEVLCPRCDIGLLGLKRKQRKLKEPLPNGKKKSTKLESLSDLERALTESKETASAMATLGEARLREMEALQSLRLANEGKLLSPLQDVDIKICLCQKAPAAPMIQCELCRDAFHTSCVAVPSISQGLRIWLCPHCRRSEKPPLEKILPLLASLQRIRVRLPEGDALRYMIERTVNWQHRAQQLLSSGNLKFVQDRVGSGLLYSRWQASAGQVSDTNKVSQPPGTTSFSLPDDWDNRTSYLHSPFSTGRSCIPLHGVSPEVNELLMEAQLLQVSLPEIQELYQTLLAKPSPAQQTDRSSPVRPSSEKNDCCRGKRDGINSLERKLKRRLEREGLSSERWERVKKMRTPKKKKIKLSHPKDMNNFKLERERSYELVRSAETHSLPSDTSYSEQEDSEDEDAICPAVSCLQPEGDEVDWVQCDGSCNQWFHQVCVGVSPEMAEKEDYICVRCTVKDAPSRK
#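 Measured: NADH fluorescence change, 30 min, RT. System: KDM5BΔAP 200 nM final, H3K4me3 peptide, α-KG, Fe(II), ascorbate, NAD⁺ plus FDH, pH 7.5 HEPES. Compounds: titrated, 10 min pre-incubation with enzyme.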
# Active calls of the source: *; u = inconclusive; [ ] = dose if it differs, or a comment. Potency is the fitted concentration of half-maximal effect. The list is partial; count on the stated rates, not on these rows.
KDM5B inh	SMILES
-9%	CCOC(=O)C1=C(C)N=C2SCC(=O)N2C1c1ccc(OC)c(OCC)c1 (configuration not stated)
9%	O=C(Nc1ccc(C2(C(=O)NCc3cccc(Cl)c3)CCC2)cc1)C1CC1
-11%	CSC1=N/C(=C\c2cc(C)ccc2C)C(=O)S1
27%	CCOC(=O)c1c(C)n(CC(=O)OC)c2ccc(O)cc12
-6%	CC(C)N1C[C@H](O)C[C@H]1c1nnc2n1CCN(C(=O)COc1ccccc1)CC2
10%	O=C(c1cscn1)N1CCCC(CCc2cccc(F)c2)C1 (configuration not stated)
32µM*	c1ccc(Nc2cc3c(cn2)CN(Cc2ccccn2)CCN3)cc1
-25%	COc1cccc(CNC(=O)CC2CCCCN(C)C2=O)c1OC (configuration not stated)
13%	CSCc1ccc(C(=O)Nc2ccc(F)cc2Cl)o1
9%	Cn1cc(C(=O)NCCNC(=O)c2ccccc2)c2ccccc21
-4%	CC1CCc2c(sc3ncnc(N(C)CC(=O)N(C)C)c23)C1 (configuration not stated)
15%	CC(C)N1CC(C(=O)Nc2nc3c(s2)CCC3)CC1=O (configuration not stated)
-17%	O=C(NCCCNC(=O)c1cc2ccccc2[nH]1)c1ccc(-c2ccccc2)cc1
-12%	CCOC(=O)c1cc(-c2ccc(F)cc2)n(CC(=O)NCc2ccc(OC)cc2)c1C
-16%	Nc1cc(=O)nc(SCC(=O)Nc2ccccc2)n1CCc1ccccc1
-24%	COC(=O)c1ccc(Cl)cc1NC(=O)NCCc1c(C)nn(C)c1C
-14%[86.2 µM]	O=C(Nc1ccc(Cl)cc1)C1=NO[C@@H]2CN(c3ccccc3)C[C@H]12
u	O=C(CCS(=O)(=O)c1ccc(Br)s1)Nc1c(F)cccc1F
-6%	COCCn1c(C)cnc1CCNC(=O)C1(c2ccc(OC)cc2)CC1
-1%	CN1CCN(CCCNc2nc(CO)nc3ccccc23)CC1

# Reformatted: entries from further up
structure | KDM5B inh
Cn1cc(C(=O)NCCNC(=O)c2ccccc2)c2ccccc21 | 9%
CC1CCc2c(sc3ncnc(N(C)CC(=O)N(C)C)c23)C1 (configuration not stated) | -4%

# Other entries:
KDM5B inh	SMILES
u	Cc1ccc(-c2ccc(=O)n(CC(=O)NCCC(C)C)n2)cc1
19%	Cc1cccc(C)c1OCC(=O)N(Cc1ccc(N(C)C)cc1)C1CCS(=O)(=O)C1 (configuration not stated)
-16%	COc1ccccc1-c1noc(CN2CCCc3c(C(=O)NC(C)C)cccc32)n1
1%	COc1ccc(C(CNC(=O)c2nn(C)c(=O)c3ccccc23)N(C)C)cc1 (configuration not stated)
3%	O=C(c1ccco1)N1CCC(OC2CCN(Cc3ccccc3)CC2)CC1
u	O=C(OCC(=O)N(Cc1ccccc1)C1CCS(=O)(=O)C1)c1n[nH]c2ccccc12 (configuration not stated)
-4%[115 µM]	CC(C)CCN1CCCC2(C1)C(=NC1CCCC1)NC(=O)N2c1cc(F)cc(F)c1 (configuration not stated)
-11%	COCCCn1c(=O)c2ccccc2n(CC(=O)NC2CCCC2)c1=O
u	COCCCNC(=O)C(C)n1c2ccccc2c2cnn(C)c(=O)c21 (configuration not stated)
u	COCCN1C2=C(C(=O)CC(C)(C)C2)C(c2cccc(O)c2)C2=C1CC(C)(C)CC2=O
-5%	Cc1ccc(OCC(=O)N/N=C/c2cccc(O)c2)cc1
-20%	Cc1onc(-c2ccc(Cl)cc2)c1-c1ccnc(SCC(=O)Nc2cc(Cl)cc(Cl)c2)n1
19%	O=C1CCN(C(=O)c2ccco2)CCCC(C(=O)NCc2ccccc2)CCN1 (configuration not stated)
-17%	Cn1c2ccccc2c2cnn(CC(=O)Nc3ccccc3C(F)(F)F)c(=O)c21
-17%	Nc1c(-c2n[nH]c(=S)n2-c2ccc(Cl)cc2Cl)cnn1-c1ccccc1
14%	N/C(=C\C(=O)c1ccccc1)C(F)(F)F
-6%	Cc1nc(-c2c3n(c(=O)n(CC(=O)Nc4ccccc4Cl)c2=O)CCCCC3)no1
-29%	COCC(=O)NCc1cc2n(n1)CCCN(Cc1cc3ccccc3s1)C2
-28%	CC(=O)N1c2ccc(S(=O)(=O)NCC3CCC(C(=O)Nc4cc(C)ccc4C)CC3)cc2CC1C (configuration not stated)
-6%	CCc1ccccc1NC(=O)Cn1c(=O)c(-c2noc(C)n2)c2n(c1=O)CCCCC2
15%	Cc1ccccc1C(=O)NC(C)c1nc(-c2ccccc2Cl)no1 (configuration not stated)
u	c1ccc(C2(c3ccccc3)CCCN(Cc3ncccn3)C2)cc1
-16%	CCN(CC)CCNCc1cccs1
-7%	CN(CC1CCOC1)C(=O)Nc1c(F)cccc1F (configuration not stated)
12%	O=C(Nc1cccc([N+](=O)[O-])c1)c1ccc2snnc2c1
5%	O=C(NC1CCCCC1)c1cccnc1Cl
u	O=S1(=O)NCC2(CCN(Cc3c[nH]c4ccccc34)CC2)Oc2ncccc21
18%	CC(C)(C(=O)NCCc1cccs1)C1CCOCC1
u	O=C(Nc1cccc2ccccc12)O[C@@H]1CO[C@H]2[C@@H]1OC[C@@H]2n1nnnc1SC1CCCC1
-16%	CC(=O)c1[nH]c(C)c(C(=O)NCc2ccc(Cl)cc2)c1C
-14%	O=C(COc1cc(Cl)c(Cl)cc1Cl)Nc1ccc2oc(-c3ccncc3)nc2c1
-6%	CCOC(=O)c1ccccc1NC(=O)CSc1ccc(-c2sc(-c3ccccc3)nc2C)nn1
-22%	CCn1nc(C)c(CNC(=O)C2CCN(C(=O)N3CC4CC(C3)[C@H]3CCCC(=O)N3C4)CC2)c1C (some centres not stated)
17%	c1ccc(Nc2nc(NCc3ccc4c(c3)OCO4)nc3nccnc23)cc1
-11%	CCOc1ccccc1CN1CCNC(=O)C1CC(=O)N(C)Cc1nonc1C (configuration not stated)
6%	CNC(=S)NNC(=O)c1csc(C)c1
7%	CC(C)n1nc(C(=O)N2CCN(Cc3ccccc3)CC2)c2ccccc2c1=O
-9%	CCOc1ccc(Nc2c(S(=O)(=O)c3ccc(Cl)cc3)cnc3ccc(OCC)cc23)cc1
-31%	CC(C)N1C[C@H](O)C[C@H]1c1nnc2n1CCN(C(=O)C1CC1)CC2
u	CCCn1cc(S(=O)(=O)c2ccc(OC)cc2)c(=O)c2cc(F)c(N3CCCC(C)C3)cc21 (configuration not stated)
u	COC[C@@H]1[C@H](NC(=O)c2cn(CCN3CCNCC3)nn2)[C@@H]2CCO[C@H]12
28%	Cc1ccc2cc3cc(C(=O)NC4CCCCCC4)sc3nc2c1
-12%	O=C(c1ccccc1F)N1CCCC(c2noc(COc3ccccc3)n2)C1 (configuration not stated)
-1%	COc1ccccc1NC(=O)Cn1nc(C(=O)O)c2ccccc2c1=O
21%	CC(C)NC(=O)CSc1ncc(-c2ccc(Br)cc2)o1
-1%	CC1=C(C(=O)Nc2ccc(F)cc2F)C2(CCN(C(C)C)CC2)OC1=O
23%	C=CCNC(=S)N1CCN(CCNC2=CC(=O)CC(C)(C)C2)CC1
7%[86.2 µM]	CC(C)NC(=O)N[C@H]1CCN2C(=O)c3cc(-c4ccc(F)cc4F)ccc3NC(=O)[C@H]12
-6%[86.2 µM]	COc1ccc(C(=O)N[C@H]2CO[C@H]3[C@@H]2OC[C@H]3OCC(N)=O)cc1
-17%	Cc1ccc(-c2nc3ncccc3o2)cc1NC(=O)c1ccc(-c2cccc(Cl)c2C)o1
-11%	COc1ccc(OC)c(NC(=O)CCc2nc(-c3ccc(C)cc3)no2)c1
9%	N#CCSc1nnc(-c2ccccc2)n1-c1ccc(F)cc1F
-1%	CCc1ccc(C(=O)N(C)Cc2cccs2)s1
24%	O=C1/C(=C/c2cccnc2)SC(=S)N1Nc1ccccc1
35µM*	CC1(CCCCN2CCOCC2)COc2ccc(C(=O)NCc3ccco3)cc2N1 (configuration not stated)
-26%[86.2 µM]	COCC1(CNC(=O)c2ccc(OC)cc2)C[C@@H](O)[C@@H](O)C1 (some centres not stated)
-6%	Cc1ccc(F)cc1NC(=S)NCc1ccccc1
-10%	COc1ccc(-n2c(=O)c3c4c(sc3n(CC(=O)C(C)(C)C)c2=O)CCCC4)c(OC)c1
7%[86.2 µM]	O=C1NC2(CCN(Cc3cccnc3)CC2)Oc2ccccc21
-23%	O=c1c2c(CO)c(-c3ccc(F)cc3)nn2ccn1CCc1ccccc1

# (listing goes on)
KDM5B inh	SMILES
5%	C1CCC(CN2CCNCC2)C1
22%	Cc1ccc(C)c(OC(=O)c2ccc(CSc3ccc(Cl)cc3)cc2)c1C
-8%	Cc1ccccc1Cc1c(C)nc2nc(SCC(=O)N(C)c3ccccc3)nn2c1C
-7%	COc1ccc(Cl)cc1NC(=O)C1CCCN(S(=O)(=O)c2ccc3c(c2)CCCC(=O)N3)C1 (configuration not stated)
4%	CC(C)(CO)C(O)C(=O)NCCCS(=O)(=O)O (configuration not stated)
9%	CN(C(=O)CSc1nnc(-c2cccs2)n1N)C1CCCCC1
0%	Cc1ccccc1NC(=O)C(C)N(C)Cc1ccc2ccccc2c1 (configuration not stated)
-26%	COc1ccc(NC(=O)CN2C(=O)C(c3ccccc3)=NC23CCC(C)CC3)cc1Cl (configuration not stated)
-20%	Cc1ccc(NC(=O)CN2C(=O)CCc3cc(S(=O)(=O)N4CCCCC4)ccc32)cc1N(C)C
16%	O=C(NCc1ccccc1Cl)C1CCC(CNS(=O)(=O)c2ccc(Br)s2)CC1 (configuration not stated)
u	Cc1ccc(OCc2cc(=O)n3c4c(sc3n2)CCCC4)c(C)c1
9%	COCC1CN(C(C)=O)CC12CCN(Cc1ccc3[nH]ccc3c1)CC2 (configuration not stated)
-16%	O=C(NCc1ccc2c(c1)CCN2C(=O)c1ccc(Cl)cc1)c1cccc(F)c1
9%	COc1ccc(/C=C/C(=O)Nc2ccc3nc4c(c(Nc5ccccc5OC)c3c2)CCCC4)cc1
16µM*	CCc1noc(-c2ccn3c(CNC(=O)Cc4ccccc4Cl)nnc3c2)n1
6%	O=C(/C=C/c1ccc(Cl)cc1)c1cc2ccccc2oc1=O
-19%	COc1cccc(-c2cc(C3CCN(S(=O)(=O)c4ccc(C(C)=O)cc4)CC3)[nH]n2)c1
16%	COc1ccc(S(=O)(=O)N(C)C)cc1NC(=O)c1n[nH]c(=O)c2ccccc12
11%	CCNc1c(NS(=O)(=O)c2ccc(OC)cc2)c(=O)oc2ccccc12
u	CC(C)c1ccc(-c2noc(SCC(=O)N(C)c3ccc(F)cc3)n2)cc1
4%	Cc1c(C(=O)Nc2ccccc2)sc(N)c1C#N
-33%	Cc1ccc(-n2c(=O)c3c4c(sc3n3c(=S)[nH]nc23)CCC4)cc1
12%	O=C(NCCc1ccccc1)c1ccc(Cl)c(S(=O)(=O)N2CCOCC2)c1
25%	CNC(=O)[C@@H]1CN(C(=O)C2(c3ccc(OC)cc3)CC2)C[C@H]1COC
-2%	CCOC(=O)C1CCCN(C(=O)CCNS(=O)(=O)c2ccc(Br)cc2)C1 (configuration not stated)
u	Cn1c(=O)[nH]c(=O)c2c1nc(N/N=C/c1ccncc1)n2Cc1ccc(Cl)cc1
5%[86.2 µM]	O=C(C1CCC1)N1CCC(O)(c2csc(CN3CCc4ccccc4C3)n2)CC1
u	Cc1cc(NC(=O)CCCn2c(C)c3cnn(-c4ccccc4)c(=O)c3c2C)ccc1Br
17%	COc1ccc(C(=O)Nc2nc(-c3nc4ccccc4s3)cs2)cc1
u	CCCN(C(=O)c1cc2c(s1)-c1ccccc1OC2)c1ccccc1F
u	COc1ccc(C(C)=O)cc1COC(=O)c1cc(=O)c2ccccc2o1
u	COc1ccc(C2Cn3nnc(-c4noc(-c5ccc(C)s5)n4)c3CO2)cc1 (configuration not stated)
-4%	Cc1ccc(NC(=O)CSc2n[nH]c(=O)c3cc(-c4ccco4)nn23)cc1
1%	O=C(CCn1c(=O)c2ccccc2n(Cc2ccc(F)cc2Cl)c1=O)NCc1ccc2c(c1)OCO2
1%	N#Cc1ccc(COc2ccc(I)cc2)cc1
7%	C=CCOc1ccc(/C=N/NC(=O)C2CCCC2)cc1OCC
28µM*	FC(F)(F)c1ccc(N2C3CCC2CN(Cc2ccc(-c4cccs4)cc2)C3)cc1
16%	Cn1c(=O)c2c(nc(Nc3cccc(Cl)c3)n2CC(=O)O)n(C)c1=O
-20%	COc1cccc2cc(-c3csc(Nc4cccc(C(F)(F)F)c4)n3)c(=O)oc12
-10%	Cc1nc(C)c(-c2ccc(SCC(=O)Nc3cccc(C)c3C)nn2)s1
4%	COc1ccc(Cl)cc1NC(=O)CN(C)C(=O)c1cc(=O)c2ccccc2o1

# Compounds listed so far with a thiophene ring, fused or not (16):
KDM5B inh	SMILES
-4%	CC1CCc2c(sc3ncnc(N(C)CC(=O)N(C)C)c23)C1 (configuration not stated)
u	O=C(CCS(=O)(=O)c1ccc(Br)s1)Nc1c(F)cccc1F
-29%	COCC(=O)NCc1cc2n(n1)CCCN(Cc1cc3ccccc3s1)C2
-16%	CCN(CC)CCNCc1cccs1
18%	CC(C)(C(=O)NCCc1cccs1)C1CCOCC1
6%	CNC(=S)NNC(=O)c1csc(C)c1
28%	Cc1ccc2cc3cc(C(=O)NC4CCCCCC4)sc3nc2c1
-1%	CCc1ccc(C(=O)N(C)Cc2cccs2)s1
-10%	COc1ccc(-n2c(=O)c3c4c(sc3n(CC(=O)C(C)(C)C)c2=O)CCCC4)c(OC)c1
9%	CN(C(=O)CSc1nnc(-c2cccs2)n1N)C1CCCCC1
16%	O=C(NCc1ccccc1Cl)C1CCC(CNS(=O)(=O)c2ccc(Br)s2)CC1 (configuration not stated)
4%	Cc1c(C(=O)Nc2ccccc2)sc(N)c1C#N
-33%	Cc1ccc(-n2c(=O)c3c4c(sc3n3c(=S)[nH]nc23)CCC4)cc1
u	CCCN(C(=O)c1cc2c(s1)-c1ccccc1OC2)c1ccccc1F
u	COc1ccc(C2Cn3nnc(-c4noc(-c5ccc(C)s5)n4)c3CO2)cc1 (configuration not stated)
28µM*	FC(F)(F)c1ccc(N2C3CCC2CN(Cc2ccc(-c4cccs4)cc2)C3)cc1
